# High-throughput results (PubChem BioAssay)
# Pf growth 96h = P. falciparum growth inhibition at 96 hours; P. falciparum luciferase reporter growth, 96 h; Potency, µM (titrated, usually from 28.7 µM), for inactives: at the top dose activity change, negative = inhibition, actives largely listed as inhibitors; 320,000 tested, 6.9% active; AID 504834; note: potency is the fitted concentration of half-maximal effect; % is set by controls: 0 for no effect and ±100 for the full control effect
#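 Two parasite generations (96 h, 37 C, 5% CO2) of compound exposure in infected erythrocytes (0.05% parasitemia, 2% hematocrit). Luciferase-reporter P. falciparum; decreased luminescence indicates inhibited growth, aimed at apicoplast-acting delayed death.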
# Cycloheximide cs = affects cycloheximide protein synthesis inhibition readout, counter-screen | cell reporter, cycloheximide protein synthesis inhibition counterscreen | max response, % | 300,000 tested, 12% active; in the data active = max response mostly above about 13%, no sharp cut-off; inactive = mostly below about 14%; note: read at 38.3 µM for the half of the compounds with a filed dose; 0% is about no effect
# LmPK inh = inhibitors of Leishmania mexicana pyruvate kinase | Q27686 | purified LmPK, Kinase-Glo ATP luminescence, 1 h | Potency, µM (titrated, usually from 57.5 µM), for the others: at the highest dose activity change, negative = inhibition, actives largely listed as inhibitors | 290,000 tested, 0.37% active | AID 1721; note: potency is the fitted concentration of half-maximal effect; % is set by controls: 0 for no effect and ±100 for the full control effect
# Target sequence (Q27686 whole entry, looked up): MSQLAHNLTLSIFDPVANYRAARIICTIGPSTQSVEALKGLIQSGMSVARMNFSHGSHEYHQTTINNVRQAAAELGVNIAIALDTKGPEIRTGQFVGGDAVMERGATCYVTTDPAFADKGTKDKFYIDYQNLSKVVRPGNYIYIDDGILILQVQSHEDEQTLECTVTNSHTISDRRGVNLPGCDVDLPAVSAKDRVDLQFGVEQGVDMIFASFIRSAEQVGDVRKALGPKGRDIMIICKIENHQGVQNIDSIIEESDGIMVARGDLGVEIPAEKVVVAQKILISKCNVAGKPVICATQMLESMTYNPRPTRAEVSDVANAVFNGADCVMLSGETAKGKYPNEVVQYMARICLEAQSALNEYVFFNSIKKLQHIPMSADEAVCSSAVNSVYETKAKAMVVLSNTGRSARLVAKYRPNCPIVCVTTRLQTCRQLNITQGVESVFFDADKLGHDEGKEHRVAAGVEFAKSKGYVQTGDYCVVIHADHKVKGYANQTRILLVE
#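 0.1 nM LmPK, 0.5 mM PEP, 0.1 mM ADP; 50 mM imidazole pH 7.2, 7 mM MgCl2, 50 mM KCl; 1 h RT. Kinase-Glo luminescence readout, normalized to no-enzyme (full inhibition) and uninhibited wells.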
# Tb PYK inh = T. brucei pyruvate kinase inhibition. Q57TT1. Potency, µM (series often up to 76.8 µM), without a hit: at the top dose activity, negative = inhibition, actives largely listed as inhibitors. AID 624173. 410,000 tested, 0.12% active. TbPYK enzyme, Kinase-Glo Plus ATP luminescence, 45 min; note: potency is the fitted concentration of half-maximal effect; % is set by controls: 0 for no effect and ±100 for the full control effect; nearly all actives have a fitted effect of over 50% in size
#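 Luminescent Kinase-Glo Plus end-point after 45 min room-temperature reaction of T. brucei pyruvate kinase started with 130 uM ADP (final). Buffer TEA 50 mM pH 7.2 with KCl, MgCl2, BSA, Tween-20; titration-based qHTS with fitted concentration-effect curves.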
# Pf growth 48h = inhibits P. falciparum growth in the first generation, 48 h; 310,000 tested, 5.9% active; Potency, µM (highest dose often 28.7 µM), without a hit: at the top dose activity change, negative = inhibition, hits mostly inhibitors; P. falciparum luciferase growth in erythrocytes, 48 h; note: potency is the fitted concentration of half-maximal effect; % is set by controls: 0 for no effect and ±100 for the full control effect
#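 Luciferase-expressing parasites in RBCs, 2% Hct / 0.1% parasitemia final; RPMI 1640 + 0.5% Albumax; 37 C, 5% CO2, one generation; luminescence read-out, lower signal = inhibition.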
# Shiga toxin inh = inhibitors of Shiga toxin in Vero cells | AID 2315 | inhibition, % at 38.7 µM | 290,000 tested, 9.2% active | Vero cells, Shiga toxin protein synthesis inhibition reporter; in the data active = inhibition mostly above about 28%, no sharp cut-off; inactive = mostly below about 43%; note: 0% is about no effect
# HCV inh = blocks hepatitis C virus | Huh7.5.1 HCVcc-Cre infection, luciferase reporter, 44 h | Potency, µM (highest dose often 41.8 µM), without a hit: top-dose activity change, negative = inhibition, hits mostly inhibitors | 340,000 tested, 3.4% active; note: potency is the fitted concentration of half-maximal effect; % is set by controls: 0 for no effect and ±100 for the full control effect
#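 Cells (1,000/well) were plated 4 h before compound, then infected with HCVcc-Cre virus (~0.5 moi). After 44 h further culture, infection was read as luciferase luminescence following a 15 min substrate incubation at room temperature.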
# Starred values were filed as active, the others as inactive; ? = inconclusive; nt = no result given; & = joins results of further samples; [ ] = another dose, or the depositor's remark. Unless noted, calls come from the whole dose curve; as a rule, active = well fitted curve in the direction sought with a large enough effect; inconclusive = small, poorly fitted or top-dose-only effect, or another doubt; inactive = no such curve, though single readings can be large; an effect the other way counts as inactive or inconclusive.
SMILES,Pf growth 96h,Cycloheximide cs,LmPK inh,Tb PYK inh,Pf growth 48h,Shiga toxin inh,HCV inh
COc1ccc(-c2ncc3ccccn23)cc1OC,0%,24*,-1%,24%,?,10,-28%
COc1ccc(N2CCN(C(=O)C(Cc3ccccc3)n3cccc3)CC2)cc1 (stereo unspecified),-3%,-7,12%,-7%,nt,-12,?
Cc1ccc(C)c(NC(=S)N2CCN(Cc3ccccc3)CC2)c1,?,7,2%,0%,20%,8,10%
Cc1ccccc1NC(=O)/C=C/c1cccs1,259%[activator],28*,-22%,-21%,306%[activator],70*,2%
COc1ccc(/C=C/C(=O)N(C)Cc2cccs2)cc1S(=O)(=O)N1CCOCC1,-11%,1,1%,2%,?,-5,-9%
Cc1c(Cl)cccc1NC(=O)Cc1cccs1,0%,-2,0%,-5%,30%,10,4%
Cc1noc(C)c1COc1cccc(C(=O)NCc2cccc(Cl)c2)c1,?,-1,3%,0%,?,1,-28%
COc1ccc(Cl)cc1NC(=O)CN(C)C(=O)c1ccc(C)s1,10%,nt,nt,-5%,6%,nt,?
COc1ccc(-c2cc(C(F)F)n3ncc(C(=O)Nc4cnn(Cc5ccccc5)c4)c3n2)cc1,17%,-2,-1%,nt,?,-5,nt
CN(C)CCCNC(=O)c1ccc(-c2ccccc2)cc1,-1%,-4,-3%,1%,-29%,-10,-20%
COc1ccc(CNC(=O)CSc2ccsc2[N+](=O)[O-])cc1,-19%,34*,-1%,-3%,?,84*,-3%
O=C(COc1ccc(Cl)cc1)OCc1csc(Nc2ccccc2)n1,?,10,2%,-1%,-10%,18,-7%
COc1ccc(C(=O)NN2CCOCC2)cc1[N+](=O)[O-],40%[activator],1,-3%,3%,1%,-2,18%
O=C(CCn1c(=O)c2ccccc2n(Cc2ccccc2)c1=O)NCc1ccc2c(c1)OCO2,?,-7,2%,-1%,nt,-15,11%
CC(C)c1nnc(NC(=O)CCC(=O)N2CCN(c3ccccn3)CC2)s1,22%,1,-2%,-2%,10%,22,7%
O=C(NCC1CCCO1)c1ccc(Cl)c(S(=O)(=O)N2CCOCC2)c1 (stereo unspecified),0%,2,1%,9%,-23%,16,16%
CCc1ccc(C(=O)Nc2cccnc2Oc2ccc(Cl)cc2)cc1,9%,10,-1%,-4%,-16%,16,?
CC(=O)N1CC(C)Oc2ccc(S(=O)(=O)NC(CC(=O)O)c3ccccc3)cc21 (stereo unspecified),?,2,-3%,-11%,29%,-6,23%
CC(=O)Nc1ccc(-c2nnc(SCC(=O)n3c4c(c5ccccc53)CCCC4)n2C)cc1,nt,-1,1%,-3%,15%,-3,10%&34%
Cc1cc(C(=O)NCC(C)(C)N2CCOCC2)c(C)o1,37%[activator],nt,nt,3%,-5%,nt,-2%
CCCCNC(=O)CSc1nc(Cc2ccccc2)nc2ccccc12,-3%,-1,0%,3%,6%,-13,-11%
COc1ccc(C2=NN(C(=O)CCC(=O)O)C(c3ccccc3OC)C2)cc1 (stereo unspecified),?,-1,-2%,0%,?,2,24%
C=CCn1c(N2CCN(c3ccc(OC)cc3)CC2)nc2c1c(=O)[nH]c(=O)n2C,51%[activator],-4,2%,-12%,-16%,15,8%
CCc1ccccc1-n1c(SCC(=O)NC)nnc1-c1cccnc1,3%,9,-3%,1%,?,-8,19%
Cc1cc(-c2nnc(CCC(=O)NC(Cc3ccccc3)c3ccccc3)o2)no1 (stereo unspecified),-3%,-1,7%,2%,?,1,12%
O=S(=O)(NCc1ccc(Cl)cc1)NCc1ccccc1F,24%,3,-8%,-2%,23%,-10,10%
c1csc(-c2nnc(COc3ccc4c(c3)OCO4)o2)c1,9%,43*,3%,-8%,24%,100*,1%
CC(=O)c1c(C)nn(CCC(=O)O)c1C,?,1,-3%,?,-2%,4,14%
Cc1cc(F)ccc1S(=O)(=O)Nc1ccc(C(=O)N2CCCCCC2)cc1,?,nt,nt,-5%,?,nt,13%
COc1ccccc1OCCCn1cc(C=O)c2ccccc21,-17%,5,6%,3%,134%[activator],16,2%
Cc1ccc2c(c1)N(CC(=O)N1CCCC1)C(=O)CO2,24%,3,3%,-1%,27%,35*,21%
Cc1sc2nc(COC(=O)c3ccc(N4CCCC(C)C4)c([N+](=O)[O-])c3)[nH]c(=O)c2c1C (stereo unspecified),12%,-3,2%,2%,5%,12,?
Cc1[nH]c2ccccc2c1C(=O)COc1ccccc1,260%[activator],15*,5%,2%,-5%,49,11%
O=C(Nc1ccc(Cl)c(S(=O)(=O)N2CCOCC2)c1)c1cc(-c2ccccn2)nc2ccccc12,?,1,0%,-1%,12µM*,-6,?
O=S(=O)(NCCNc1ncc(C(F)(F)F)cc1Cl)C(F)(F)F,31%[activator],27,4%,7%,6%,57*,?
Cc1ccc(-c2nc(SCC(=O)c3c(N)n(C)c(=O)n(C)c3=O)n[nH]2)cc1,38%,-2,-11%,-16%,10%,-9,?
O=C(CC1C(=O)NCCN1C(=O)Nc1ccc(F)cc1)Nc1ccc(F)cc1 (stereo unspecified),20%,-1,1%,-6%,4%,9,26%
CC(=O)N1CCC(N(C(=O)Nc2ccc(Cl)cc2)C(C)C)CC1,-2%,9.6*,1%,1%,2%,58,0%
NC(=O)Nc1ccccc1C(=O)N1CCC(O)(c2ccc(Cl)cc2)CC1,-29%,-4,0%,0%,14%,-7,30%
O=C(Cc1ccccc1)NCCCN1CCN(CCCNC(=O)Cc2ccccc2)CC1,nt,0,-4%,-10%,-12%,-11,-6%
CCCCN(C(=O)CCC(=O)Nc1cc(C)on1)C(C(=O)NC1CCCC1)c1cccc(OC)c1 (stereo unspecified),2%,7,-3%,12%,?,-17,-18%
CC1CCCCC12NC(=O)N(CC(=O)NC(=O)NCc1ccco1)C2=O (stereo unspecified),nt,-1,-7%,-5%,19%,-1,3%
COc1ccc(C(=O)NCC(=O)N/N=C/c2cn[nH]c2-c2ccccc2)cc1,37%[activator],-1,-7%,-3%,-7%,29,6%
O=C(Nc1ccc(S(=O)(=O)N2CCCCC2)cc1)c1cccnc1Cl,?,nt,nt,2%,?,nt,-20%
CSc1nnc(NC(=O)c2nc(S(=O)(=O)Cc3cccc(C)c3)ncc2Cl)s1,?,62*,-8%,-6%,-32%,104*,13µM*
COc1ccc(C2CC(c3cccs3)n3nc(N)nc3N2)cc1 (stereo unspecified),?,7.4*,3%,-12%,5%,23*,?
Cc1ccccc1C(=O)NNC(=O)c1cc(S(=O)(=O)N2CCOCC2)ccc1C,-1%,nt,nt,2%,-5%,nt,6%
Cc1cc(=O)n(Cc2ccccc2)c2c(C)cccc12,0%,-4,1%,2%,2%,-8,13%
Cc1ccc(-c2nnn(CC(=O)N(c3ccc(F)cc3)C(C(=O)NC(C)(C)C)c3ccco3)n2)o1 (stereo unspecified),2%,-2,5%,-1%,9%,-2,-11%
Cc1ccc(S(=O)(=O)Nc2nc(-c3ccccc3)cs2)cc1,0%,-1,4%,-5%,-1%,-9,3%
CCOc1ccccc1NC(=O)CCC(=O)Nc1nnc(C2CCCCC2)s1,?,4,0%,7%,-13%,11,3%
Fc1cccc(Cl)c1Cc1noc(/C=C/c2ccccc2)n1,62%[activator],21*,3%,-3%,39%[activator],148,-8%
CC(=O)Nc1sc(N/N=C/c2ccccc2F)nc1-c1ccc(C)cc1,?,42*,11%,-4%,8.3µM*,92*,13µM*
COC(=O)c1sc2ncn(-n3c(C)ccc3C)c(=O)c2c1C,?,-1,8%,3%,nt,-6,-4%
O=C(Nc1ccc(F)c(Cl)c1)Nc1ccc(Cl)cn1,28%,-1,0%,-21%,3%,14,?
CCN(CC)S(=O)(=O)c1cc(-c2nnc(-c3ccc(Br)cc3)o2)ccc1Br,-1%,-2,1%,-5%,-6%,8,?
Cc1cc(C)cc(NC(=O)c2cc(=O)c3ccccc3o2)c1,?,9,1%[11.5 µM],-4%,3%,5,1%
COCC(=O)n1nc(NCc2ccc(OC)cc2)nc1NCc1ccc(OC)cc1,-14%,-1,-3%,?,10%,-5,11%&7%
O=C(Nc1cc(C(F)(F)F)ccc1N1CCOCC1)c1cn2ccccc2n1,nt,-2,0%,4%,?,-16,?
Cc1ccc(Cn2c(C(=O)O)cc3sccc32)cc1,5%,-7,1%,4%,-10%,-3,24%

# Brought forward from above: 3 entries; new compounds follow.
SMILES,Pf growth 96h,Cycloheximide cs,LmPK inh,Tb PYK inh,Pf growth 48h,Shiga toxin inh,HCV inh
COCC(=O)n1nc(NCc2ccc(OC)cc2)nc1NCc1ccc(OC)cc1,-14%,-1,-3%,?,10%,-5,11%&7%
O=C(Nc1cc(C(F)(F)F)ccc1N1CCOCC1)c1cn2ccccc2n1,nt,-2,0%,4%,?,-16,?
Cc1ccc(Cn2c(C(=O)O)cc3sccc32)cc1,5%,-7,1%,4%,-10%,-3,24%
Cn1c(=O)oc2cc(S(=O)(=O)N3CCCC(C(=O)N4CCn5c4nc4ccccc45)C3)ccc21 (stereo unspecified),?,-6,1%,nt,-19%,-17,-7%
Cc1cc(C)c2cc(C(O)c3nnnn3Cc3ccccc3)c(=O)[nH]c2c1 (stereo unspecified),-5%,-3,0%,2%,?,-3,-10%
O=C(NC(=S)N1CCCCCC1)c1ccc(Cl)cc1Cl,9.3µM*,-1,0%,-9%,?,12,-3%
O=C(CSc1ncccn1)N1CCN(S(=O)(=O)c2ccccc2)CC1,-3%,-5,5%,-23%,-9%,-8,-1%

# Entries shown so far containing fluorine, in the order listed:
SMILES,Pf growth 96h,Cycloheximide cs,LmPK inh,Tb PYK inh,Pf growth 48h,Shiga toxin inh,HCV inh
COc1ccc(-c2cc(C(F)F)n3ncc(C(=O)Nc4cnn(Cc5ccccc5)c4)c3n2)cc1,17%,-2,-1%,nt,?,-5,nt
O=S(=O)(NCc1ccc(Cl)cc1)NCc1ccccc1F,24%,3,-8%,-2%,23%,-10,10%
Cc1cc(F)ccc1S(=O)(=O)Nc1ccc(C(=O)N2CCCCCC2)cc1,?,nt,nt,-5%,?,nt,13%
O=S(=O)(NCCNc1ncc(C(F)(F)F)cc1Cl)C(F)(F)F,31%[activator],27,4%,7%,6%,57*,?
O=C(CC1C(=O)NCCN1C(=O)Nc1ccc(F)cc1)Nc1ccc(F)cc1 (stereo unspecified),20%,-1,1%,-6%,4%,9,26%
Cc1ccc(-c2nnn(CC(=O)N(c3ccc(F)cc3)C(C(=O)NC(C)(C)C)c3ccco3)n2)o1 (stereo unspecified),2%,-2,5%,-1%,9%,-2,-11%
Fc1cccc(Cl)c1Cc1noc(/C=C/c2ccccc2)n1,62%[activator],21*,3%,-3%,39%[activator],148,-8%
CC(=O)Nc1sc(N/N=C/c2ccccc2F)nc1-c1ccc(C)cc1,?,42*,11%,-4%,8.3µM*,92*,13µM*
O=C(Nc1ccc(F)c(Cl)c1)Nc1ccc(Cl)cn1,28%,-1,0%,-21%,3%,14,?
O=C(Nc1cc(C(F)(F)F)ccc1N1CCOCC1)c1cn2ccccc2n1,nt,-2,0%,4%,?,-16,?
